High-throughput results as filed in PubChem.
LANA DNA inh = KSHV C-LANA DNA binding inhibition; AID 504423; inhibition, % at 9 µM; 0.078% of 340,000 active; MBP-C-LANA/FAM-LBS DNA binding, fluorescence polarization;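 active means highest replicate inhibition at or above 60% at 9 µM, even if other replicates fall short; inactive means all replicates below 60% inhibition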;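 further: 0% = neutral control wells and 100% = 4 µM acridine orange control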
Arr AP2 block = blocks beta-arrestin peptide binding to AP2 adaptin; 0.31% of 340,000 active; FITC-arrestin peptide / GST-AP2 beads, flow cytometry; AP2 beta2 appendage carries R879A mutation; inhibition, % at 10 µM;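 active means inhibition above a set limit, near 3 SD of compounds lacking own fluorescence, cut at about 54% in these data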;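 further: plate controls were DMSO wells for no effect and 5 µM unlabelled arrestin peptide for full effect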
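Assay system: GST-AP2 R879A bound to glutathione beads, E. coli-expressed; Medium: PBS with 0.05% Tween 20 and 0.1% BSA; Also added: fluorescein-tagged arrestin peptide at 50 nM final; Timing: 12 min plus 1 h, RT; Measured by: flow cytometry, FL1 (488/535 nm); Evaluation: percent drop in bead-associated FITC signal.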
cardiac RTF act = cardiac RTF calcium sensitization. P19429+P45379. IANBD-labeled TnC RTF fluorescence at EC20 calcium; 0% EC20 calcium, 100% full calcium. activation, % at 7.2 µM. 0.24% of 340,000 active. AID 493008;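 active means activation above the mean over all tested compounds plus 3 SD, cut at about 30% in these data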;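 further: rise in fluorescence read as greater calcium sensitivity of cardiac thin filaments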
V-ATPase pHluor = yeast V-ATPase proton transport regulation by pHLuorin. AID 504577. response, % at 10 µM. 0.37% of 350,000 active. S. cerevisiae, pHLuorin cytosolic pH fluorescence; in the data active means response mostly above about 7.3%, no sharp cut-off; inactive means mostly below about 5.4%; further: actives read high; inactives centre near 0; some compounds called inactive have numbers as strong as hits; reference of the scale not given here
Wnt act = activates Wnt/beta-catenin signaling in a reporter cell assay. activator, plate reader. activation, % at 9.35 µM. 1.2% of 300,000 active; in the data active means activation above about 30%, passing the limit was not always enough;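 further: 0% = neutral control wells and 100% = positive control wells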
OPRM1-OPRD1 ag = agonists of human mu-delta opioid receptor heterodimerization; cells, OPRM1-OPRD1 heterodimerization, luminescence; activation, % at 9.3 µM; 0.3% of 340,000 active; AID 504326; in the data active means activation above about 18%;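 further: 0% = vehicle-treated cells and 100% = reference agonist; values of inactives mirror those of a sister screen read the other way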
Target sequence (P35372 whole entry, looked up): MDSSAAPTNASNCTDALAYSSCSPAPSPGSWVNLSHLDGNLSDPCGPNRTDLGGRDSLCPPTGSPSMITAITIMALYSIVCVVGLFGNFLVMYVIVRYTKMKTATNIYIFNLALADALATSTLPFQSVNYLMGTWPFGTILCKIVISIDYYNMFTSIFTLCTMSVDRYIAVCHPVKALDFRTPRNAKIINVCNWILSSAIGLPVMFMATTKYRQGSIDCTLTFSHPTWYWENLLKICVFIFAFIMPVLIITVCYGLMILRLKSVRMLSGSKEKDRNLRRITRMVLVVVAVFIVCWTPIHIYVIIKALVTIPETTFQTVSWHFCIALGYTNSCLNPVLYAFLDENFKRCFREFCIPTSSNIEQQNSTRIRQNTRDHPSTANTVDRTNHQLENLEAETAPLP
Target sequence (P41143 whole entry, looked up): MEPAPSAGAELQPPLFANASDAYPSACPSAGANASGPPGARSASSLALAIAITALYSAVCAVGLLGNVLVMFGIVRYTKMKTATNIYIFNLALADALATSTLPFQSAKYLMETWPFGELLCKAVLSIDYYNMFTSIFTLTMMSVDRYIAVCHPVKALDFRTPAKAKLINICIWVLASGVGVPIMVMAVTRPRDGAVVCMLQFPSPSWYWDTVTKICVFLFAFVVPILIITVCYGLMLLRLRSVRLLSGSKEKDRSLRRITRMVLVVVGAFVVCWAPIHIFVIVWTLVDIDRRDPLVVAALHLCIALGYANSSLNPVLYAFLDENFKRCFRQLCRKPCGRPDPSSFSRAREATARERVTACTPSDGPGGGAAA
MOR-DOR inv ag = inverse agonists of human mu-delta opioid receptor heterodimerization; inhibition, % at 9.3 µM; AID 504357; 0.21% of 340,000 active; P35372+P41143; cell-based MOR-DOR heterodimer luminescence, inverse agonism; in the data active means inhibition above about 22%, passing the limit was not always enough;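 further: 0% = cells with DMSO and 100% = wells without cells with DMSO; values of inactives mirror those of a sister screen read the other way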
RTF Ca sens inh = cardiac RTF calcium desensitization; IANBD-labeled cardiac RTF, Ca2+ fluorescence; inhibition, % at 7.15 µM; 0.12% of 340,000 active; AID 493244;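 active means inhibition above the mean inhibition of all tested compounds plus 3 SD, cut at about 17% in these data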;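 further: assay run at fixed EC70 calcium of 1.6 mM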
Keap1-Nrf2 PPI = inhibitors of human Keap1-Nrf2 protein-protein interaction; Q14145; Keap1 Kelch-Nrf2 peptide fluorescence polarization, 1536-well; inhibition, % at 9.4 µM; 0.15% of 340,000 active; in the data active means inhibition above about 12%;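 further: human Keap1 Kelch domain with fluorescein labeled Nrf2 9mer peptide probe; 0% = neutral control wells and 100% = peptide positive control; higher means more block of Keap1 binding to Nrf2 peptide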
Pemphigus Ab inh = human desmoglein-3 autoantibody binding inhibition. P32926. DSG3-coupled beads, scFv-anti-DSG3-GFP binding, flow cytometry; stronger effect = lower value. binding (percent of control), % at 10 µM. 0.48% of 310,000 active. AID 588358;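 active means binding more than 3 SD below its plate's average and above zero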;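 further: hits lower antibody fragment binding to DSG3; some compounds called inactive have numbers as strong as hits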
An asterisk follows results filed as active.

For CCOc1ccccc1N(CC(=O)NCc1ccco1)C(=O)CCC(=O)Nc1nccs1 the results were LANA DNA inh 0.2, Arr AP2 block -6, cardiac RTF act 1, V-ATPase pHluor 2, Wnt act -5, OPRM1-OPRD1 ag -1.5, MOR-DOR inv ag 8, RTF Ca sens inh -8, Keap1-Nrf2 PPI 0 and Pemphigus Ab inh 108.
`CCOc1cc(-c2nc(-c3ccncc3)no2)cc(OCC)c1OCC` gave LANA DNA inh 1.1, Arr AP2 block 3, cardiac RTF act 6, V-ATPase pHluor -7, OPRM1-OPRD1 ag 2.6, MOR-DOR inv ag -14, RTF Ca sens inh -7, Keap1-Nrf2 PPI -2 and Pemphigus Ab inh 108.
`O=C1C=CC(=Nc2ccc3c(c2)C(=O)c2ccccc2-3)O1` gave LANA DNA inh -0.4, Arr AP2 block 4, cardiac RTF act -8, V-ATPase pHluor 0, Wnt act 0, OPRM1-OPRD1 ag -2.5, MOR-DOR inv ag 13, RTF Ca sens inh -4, Keap1-Nrf2 PPI -5 and Pemphigus Ab inh 93.
CC(=O)Nc1nc(C)c(Oc2ccccc2)c(=O)[nH]1 was read as LANA DNA inh 0.3, Arr AP2 block 0, cardiac RTF act 6, V-ATPase pHluor 2, Wnt act 0, OPRM1-OPRD1 ag -2.4, MOR-DOR inv ag 11, RTF Ca sens inh -7, Keap1-Nrf2 PPI -2 and Pemphigus Ab inh 100.
`C=CCOC(=O)CSCC(NC(=O)OC(C)(C)C)C(=O)OCC` (centres undefined) gave LANA DNA inh 0.1, Arr AP2 block -4, cardiac RTF act 3, V-ATPase pHluor -2, OPRM1-OPRD1 ag 1.9, MOR-DOR inv ag -8, RTF Ca sens inh -9 and Keap1-Nrf2 PPI -3.
O=C(c1cccc(S(=O)(=O)N2CCOCC2)c1)N1CCN(S(=O)(=O)c2cccc([N+](=O)[O-])c2)CC1 was read as LANA DNA inh 1.2, Arr AP2 block 0, cardiac RTF act -4, V-ATPase pHluor 3, Wnt act -2, OPRM1-OPRD1 ag 1.0, MOR-DOR inv ag -5, RTF Ca sens inh -20, Keap1-Nrf2 PPI 1 and Pemphigus Ab inh 101.
`Cc1ccc(-c2nc3cc(C)ccc3o2)cc1` gave LANA DNA inh 0.5, Arr AP2 block 4, cardiac RTF act 0, V-ATPase pHluor -3, OPRM1-OPRD1 ag 0.8, MOR-DOR inv ag -4, RTF Ca sens inh 2, Keap1-Nrf2 PPI 0 and Pemphigus Ab inh 103.
For CCCN(Cc1cc2cccc(C)c2[nH]c1=O)S(C)(=O)=O the results were LANA DNA inh 1.4, Arr AP2 block -7, cardiac RTF act -5, V-ATPase pHluor 3, Wnt act -1, OPRM1-OPRD1 ag 0.1, MOR-DOR inv ag -1, RTF Ca sens inh 4, Keap1-Nrf2 PPI -1 and Pemphigus Ab inh 101.
`Cc1sc2c(c1C)CN(CCN1CCOCC1)CN2C(=O)c1ccccc1` gave LANA DNA inh -0.6, Arr AP2 block 7, cardiac RTF act -6, V-ATPase pHluor 2, Wnt act 6, OPRM1-OPRD1 ag -0.1, MOR-DOR inv ag 1, RTF Ca sens inh 7, Keap1-Nrf2 PPI -3 and Pemphigus Ab inh 109.
For O=C(c1ccccc1)c1cc(-c2ccccn2)c(N2CCOCC2)s1 the results were LANA DNA inh 0.3, Arr AP2 block -3, cardiac RTF act 1, V-ATPase pHluor 1, Wnt act 0, OPRM1-OPRD1 ag -2.3, MOR-DOR inv ag 12, RTF Ca sens inh -7, Keap1-Nrf2 PPI -2 and Pemphigus Ab inh 101.
CCSc1ncc(/C=N/Nc2ccccc2)n1C was read as LANA DNA inh 1.7, Arr AP2 block 3, cardiac RTF act -3, V-ATPase pHluor 0, Wnt act 9, OPRM1-OPRD1 ag 2.6, MOR-DOR inv ag -13, RTF Ca sens inh -4, Keap1-Nrf2 PPI 2 and Pemphigus Ab inh 99.
Screening Cc1nc2scc(C)n2c(=O)c1S(=O)(=O)N1CCN(c2ccccn2)CC1 returned LANA DNA inh -1.7, Arr AP2 block 32, cardiac RTF act -3, V-ATPase pHluor 1, Wnt act -3, OPRM1-OPRD1 ag -2.8, MOR-DOR inv ag 15, RTF Ca sens inh -2, Keap1-Nrf2 PPI 2 and Pemphigus Ab inh 106.
Clc1ccc(-c2noc(COc3ccccc3)n2)cc1 was read as LANA DNA inh -0.4, Arr AP2 block -12, cardiac RTF act -2, V-ATPase pHluor -2, OPRM1-OPRD1 ag 0.6, MOR-DOR inv ag -3, RTF Ca sens inh 4, Keap1-Nrf2 PPI -1 and Pemphigus Ab inh 113.
CS(=O)(=O)N(CCc1ccccc1)CC(N)=O was read as LANA DNA inh -2.2, Arr AP2 block 0, cardiac RTF act 3, V-ATPase pHluor 0, OPRM1-OPRD1 ag -1.8, MOR-DOR inv ag 11, RTF Ca sens inh 0, Keap1-Nrf2 PPI -6 and Pemphigus Ab inh 93.
Screening CSCCC(NC(=O)c1ccccc1)C(=O)N1CCN(C(=O)c2ccccc2)CC1 (centres undefined) returned LANA DNA inh 1.0, Arr AP2 block 2, cardiac RTF act 2, V-ATPase pHluor 3, Wnt act 0, OPRM1-OPRD1 ag -0.7, MOR-DOR inv ag 3, RTF Ca sens inh 1, Keap1-Nrf2 PPI -3 and Pemphigus Ab inh 113.
`CCCC(=O)NC(=S)Nc1ccccc1N1CCOCC1` gave LANA DNA inh -0.8, Arr AP2 block -3, cardiac RTF act 2, V-ATPase pHluor 1, Wnt act -1, OPRM1-OPRD1 ag 0.6, MOR-DOR inv ag -3, RTF Ca sens inh 3, Keap1-Nrf2 PPI -5 and Pemphigus Ab inh 94.
`Cc1cc(NC(=O)C2CCN(S(=O)(=O)c3cccs3)CC2)no1` gave LANA DNA inh -1.0, Arr AP2 block -2, cardiac RTF act -8, V-ATPase pHluor 5, OPRM1-OPRD1 ag -1.4, MOR-DOR inv ag 6, RTF Ca sens inh -2, Keap1-Nrf2 PPI -4 and Pemphigus Ab inh 106.
Cc1cc(NC(=O)CSCC(=O)N2CCN(c3cccc(C(F)(F)F)c3)CC2)no1 was read as Arr AP2 block -2, cardiac RTF act -7, V-ATPase pHluor -3, Wnt act -2, OPRM1-OPRD1 ag -1.6, MOR-DOR inv ag 9, RTF Ca sens inh -5 and Pemphigus Ab inh 114.
For CCN(CC)S(=O)(=O)c1cc(NC(=O)COC(=O)c2c(C)noc2C)ccc1C the results were LANA DNA inh 0.5, Arr AP2 block 13, cardiac RTF act -3, V-ATPase pHluor -1, Wnt act -2, OPRM1-OPRD1 ag -1.6, MOR-DOR inv ag 6, RTF Ca sens inh -7, Keap1-Nrf2 PPI -2 and Pemphigus Ab inh 97.
Screening Cc1[nH]nc2c1C(c1cccc(OC(=O)N3CCOCC3)c1)C(C#N)=C(N)O2 (centres undefined) returned LANA DNA inh -2.0, Arr AP2 block -8, cardiac RTF act 3, V-ATPase pHluor 2, OPRM1-OPRD1 ag -1.0, MOR-DOR inv ag 4, RTF Ca sens inh -9, Keap1-Nrf2 PPI 4 and Pemphigus Ab inh 109.
O=C(COc1ccc(/C=N/NC(=O)C(=O)N2CCCCC2)cc1)Nc1ccccc1Cl was read as LANA DNA inh 1.5, Arr AP2 block 9, cardiac RTF act 7, V-ATPase pHluor 3, Wnt act -1, OPRM1-OPRD1 ag -2.4, MOR-DOR inv ag 14, RTF Ca sens inh -11, Keap1-Nrf2 PPI -7 and Pemphigus Ab inh 95.
`CSc1ncccc1C(=O)N(C)CC(=O)Nc1ccc(Cl)cc1` gave LANA DNA inh 3.1, Arr AP2 block -4, cardiac RTF act -8, V-ATPase pHluor 1, Wnt act -4, OPRM1-OPRD1 ag -3.5, MOR-DOR inv ag 18, RTF Ca sens inh 3, Keap1-Nrf2 PPI 2 and Pemphigus Ab inh 98.
`CCN(CC)C(=O)[C@H]1C[C@H](CC(=O)NCCN2CCOCC2)C(=O)N2CCc3c([nH]c4cc(CCC(=O)N(C)C)ccc34)[C@]12C` gave LANA DNA inh 0.7, Arr AP2 block 2, cardiac RTF act -3, V-ATPase pHluor 3, Wnt act 1, OPRM1-OPRD1 ag -3.4, MOR-DOR inv ag 17, RTF Ca sens inh -2, Keap1-Nrf2 PPI 1 and Pemphigus Ab inh 107.
COCc1c(C(=O)N/N=C(\C)c2ccc(Cl)s2)nnn1-c1nonc1N was read as LANA DNA inh 0.6, Arr AP2 block -8, cardiac RTF act -3, V-ATPase pHluor -1, Wnt act 0, OPRM1-OPRD1 ag -2.0, MOR-DOR inv ag 11, RTF Ca sens inh 2, Keap1-Nrf2 PPI 0 and Pemphigus Ab inh 108.
Screening COc1ccc(CC(=O)OCC(=O)NC(=O)Nc2ccccc2F)cc1 returned LANA DNA inh -0.3, Arr AP2 block 29, cardiac RTF act -5, V-ATPase pHluor 3, Wnt act -8, OPRM1-OPRD1 ag 0.5, MOR-DOR inv ag -2, RTF Ca sens inh -1 and Keap1-Nrf2 PPI -1.
Screening COc1cc(OC)cc(C(=O)N[C@H](C(=O)OCC(=O)c2ccc(F)cc2)C(C)C)c1 returned LANA DNA inh -2.6, Arr AP2 block 9, cardiac RTF act 5, V-ATPase pHluor -1, Wnt act 1, OPRM1-OPRD1 ag -1.6, MOR-DOR inv ag 8, RTF Ca sens inh -1, Keap1-Nrf2 PPI 0 and Pemphigus Ab inh 117.
For COc1ccc(C(=O)N/N=C/c2ccc(OC)c(COc3ccccc3)c2)cc1 the results were LANA DNA inh -1.0, Arr AP2 block 3, cardiac RTF act 2, V-ATPase pHluor 4, Wnt act 0, OPRM1-OPRD1 ag 3.3, MOR-DOR inv ag -18, RTF Ca sens inh 3, Keap1-Nrf2 PPI 3 and Pemphigus Ab inh 107.
CC1=C/C(=N\NC(=O)c2cccs2)CC(C)(C)C1 was read as LANA DNA inh 1.5, Arr AP2 block 10, cardiac RTF act 3, V-ATPase pHluor 1, Wnt act 0, OPRM1-OPRD1 ag 1.6, MOR-DOR inv ag -11, RTF Ca sens inh -28, Keap1-Nrf2 PPI 0 and Pemphigus Ab inh 101.
`CCOC(CNC(=O)Cn1nc(C)c2ccccc21)OCC` gave LANA DNA inh -0.8, Arr AP2 block 0, cardiac RTF act 2, V-ATPase pHluor 0, Wnt act 0, OPRM1-OPRD1 ag 0.2, MOR-DOR inv ag -1, RTF Ca sens inh -6, Keap1-Nrf2 PPI 1 and Pemphigus Ab inh 99.
For O=C(Nc1ccccc1)N1CCN(S(=O)(=O)c2ccccc2)CC1 the results were LANA DNA inh -2.5, Arr AP2 block 23, cardiac RTF act 4, V-ATPase pHluor 3, Wnt act -4, OPRM1-OPRD1 ag -0.8, MOR-DOR inv ag 5, RTF Ca sens inh 3, Keap1-Nrf2 PPI -3 and Pemphigus Ab inh 97.

Rows were taken by chance. About 3.1% of those tested had a hit in this group.
